# Bim-Bcl-W – inhibitors of Bim binding to Bcl-W, primary screen, biochemical, multiplexed, bead-based flow cytometry. Bim peptide-Bcl-W binding. inhibition, % at 10 µM. hit rate 0.02% among 190,000;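 note: 0% = bound tracer without compound and 100% = peptide blocker; higher means less fluorescent Bim peptide bound to Bcl-W beads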
# Bim-Bcl-2 – inhibitors of Bim-Bcl-2 binding, primary screen, biochemical, multiplexed, human Bcl-2 family. Bead-based flow cytometry, Bim peptide-Bcl-2 binding. inhibition, % at 10 µM. hit rate 0.06% among 190,000; in the data active = inhibition above about 40%; inconclusive = no clear call, values can overlap the other calls;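 note: 0% = no compound wells with probe peptide and 100% = reference peptide inhibitor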
# RGS8-Gao reg – RGS8-Galphao binding modulators, primary screen, biochemical, multiplexed bead flow cytometry. Guanine nucleotide-binding protein G(o) subunit alpha (Homo sapiens), P09471. actives lie on both sides. response (percent of control binding), % at 10 µM. hit rate 0.34% among 220,000; in the data active = response below about 60% or above about 140%; inactive = in between;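 note: Galphao activated as the GDP aluminium fluoride complex binding bead-coupled RGS8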
# Bfl-1 Bim block – inhibitors of Bim binding to Bfl-1, primary screen, biochemical, multiplexed, bead-based flow cytometry; Bim-Bfl-1 binding inhibition; inhibition, % at 10 µM; hit rate 0.12% among 190,000;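 note: 0% = wells without compound plus tracer and 100% = blocker peptide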
# Mcl-1 Bim block – inhibitors of Bim peptide binding to Mcl-1, primary screen, biochemical, bead-based flow cytometry, multiplex; Induced myeloid leukemia cell differentiation protein Mcl-1 (Homo sapiens), Q07820; inhibition, % at 10 µM; AID 1009, 2008; hit rate 0.1% among 190,000; Bim peptide-Mcl-1 binding;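 note: 0% = no compound tracer wells and 100% = peptide blocker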
# ABCB1 block – ABCB1 efflux pump inhibitors, primary screen, cell-based, multiplex, flow cytometry, ABCG2 counter-screen; hit rate 0.067% among 190,000; AID 1326, 2008; CCRF-Adr cells, JC-1 efflux; inhibition, % at 6.6 µM; in the data active = inhibition above about 40%;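 note: 0% = vehicle and 100% = reference inhibitor; higher value means more JC-1 retained so stronger ABCB1 efflux block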
# Target sequence (P08183 whole entry, looked up): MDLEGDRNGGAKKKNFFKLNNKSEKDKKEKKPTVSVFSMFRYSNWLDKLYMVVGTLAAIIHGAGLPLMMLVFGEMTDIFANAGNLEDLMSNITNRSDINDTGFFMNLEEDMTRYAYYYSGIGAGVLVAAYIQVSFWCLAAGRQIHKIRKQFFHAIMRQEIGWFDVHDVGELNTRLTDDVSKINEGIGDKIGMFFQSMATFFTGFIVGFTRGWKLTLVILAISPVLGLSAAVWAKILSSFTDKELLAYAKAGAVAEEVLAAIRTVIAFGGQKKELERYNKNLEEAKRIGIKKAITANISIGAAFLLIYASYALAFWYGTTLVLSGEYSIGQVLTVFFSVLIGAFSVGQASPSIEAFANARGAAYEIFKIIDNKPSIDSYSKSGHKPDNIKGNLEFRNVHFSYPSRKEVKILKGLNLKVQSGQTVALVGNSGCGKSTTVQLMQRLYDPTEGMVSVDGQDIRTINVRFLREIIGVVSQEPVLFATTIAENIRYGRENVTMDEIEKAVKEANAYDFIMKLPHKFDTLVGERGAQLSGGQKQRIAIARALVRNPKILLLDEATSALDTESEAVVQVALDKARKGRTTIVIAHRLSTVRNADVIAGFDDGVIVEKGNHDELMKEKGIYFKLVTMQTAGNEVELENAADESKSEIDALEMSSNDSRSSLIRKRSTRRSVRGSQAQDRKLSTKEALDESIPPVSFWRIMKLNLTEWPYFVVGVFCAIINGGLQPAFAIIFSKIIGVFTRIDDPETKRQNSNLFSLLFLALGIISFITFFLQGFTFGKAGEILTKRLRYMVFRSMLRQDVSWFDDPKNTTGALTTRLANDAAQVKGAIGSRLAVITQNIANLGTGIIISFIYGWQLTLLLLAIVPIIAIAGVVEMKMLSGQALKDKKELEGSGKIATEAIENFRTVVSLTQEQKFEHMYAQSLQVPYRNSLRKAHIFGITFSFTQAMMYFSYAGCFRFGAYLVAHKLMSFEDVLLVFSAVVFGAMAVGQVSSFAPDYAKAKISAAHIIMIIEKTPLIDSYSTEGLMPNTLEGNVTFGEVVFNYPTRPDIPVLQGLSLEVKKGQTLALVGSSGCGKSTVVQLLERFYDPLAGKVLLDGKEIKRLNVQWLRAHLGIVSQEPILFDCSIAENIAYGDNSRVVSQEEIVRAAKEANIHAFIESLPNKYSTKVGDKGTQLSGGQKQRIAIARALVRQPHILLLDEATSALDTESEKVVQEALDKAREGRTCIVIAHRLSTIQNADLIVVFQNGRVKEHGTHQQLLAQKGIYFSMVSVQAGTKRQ
# RGS4-Gao reg – modulators of RGS4 binding to Galphao, primary screen, biochemical, multiplexed bead flow cytometry; Guanine nucleotide-binding protein G(o) subunit alpha (Homo sapiens), P09471; actives lie on both sides; binding response (% of control), % at 10 µM; hit rate 0.33% among 220,000; AID 1415, 2008; in the data active = binding response below about 49% or above about 150%; inactive = in between;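 note: fluorescent Galphao activated with aluminum fluoride binding bead-coupled RGS4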
# ABCG2 block – ABCG2 efflux pump inhibitors, primary screen, multiplex with ABCB1, IgMXP3 cells, flow cytometry; AID 1325, 2008; inhibition, % at 6.6 µM; hit rate 0.1% among 190,000; Broad substrate specificity ATP-binding cassette transporter ABCG2 (Homo sapiens), Q9UNQ0; JC-1 efflux;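 active = inhibition above 80%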;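 note: 0% = DMSO and 100% = nicardipine control wells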
#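 Test system: ABCG2 IgMXP3 and barcoded ABCB1 CCRF-Adr cell mix; Schedule: cells with compound and JC-1, 10 min at 25 °C, rotating, no wash; Technique: flow cytometry of retained JC-1 fluorescence; Measure: % inhibition of efflux relative to nicardipine and DMSO; Controls: nicardipine high and DMSO low controls.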
# Bim-Bcl-XL – inhibitors of Bim-Bcl-XL binding, primary screen, biochemical, multiplexed, bead flow cytometry, human Bcl-XL; hit rate 0.04% among 190,000; Bcl-2-like protein 1 (Homo sapiens), Q07817; Bim peptide-Bcl-XL binding, fluorescence; inhibition, % at 10 µM
# RGS7-Gao – RGS7-Galphao binding modulators, primary screen, biochemical, multiplexed bead flow cytometry; Guanine nucleotide-binding protein G(o) subunit alpha (Homo sapiens), P09471; actives lie on both sides; binding response (% of control), % at 10 µM; hit rate 0.35% among 220,000; AID 1439, 2008; in the data active = binding response below about 49% or above about 150%; inconclusive = no clear call, values can overlap the other calls; inactive = in between;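 note: fluorescent Galphao held in activated GDP-AlF4 state binding bead-coupled RGS7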
# Bim-Bcl-B – inhibitors of Bim-Bcl-B binding, primary screen, biochemical, multiplexed, human Bcl-2 family. Bcl-2-like protein 10 (Homo sapiens), Q9HD36. bead-based flow cytometry, Bim peptide-Bcl-B binding. inhibition, % at 10 µM. hit rate 0.073% among 190,000. AID 951, 2007;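 note: 0% = tracer peptide without compound and 100% = reference inhibitor peptide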
# The depositor's hits bear a star; ? = inconclusive. Cut-off read from the data, not from the text of the source, unless noted: active = inhibition above about 40%.
SMILES,Bim-Bcl-W,Bim-Bcl-2,RGS8-Gao reg,Bfl-1 Bim block,Mcl-1 Bim block,ABCB1 block,RGS4-Gao reg,ABCG2 block,Bim-Bcl-XL,RGS7-Gao,Bim-Bcl-B
COC(=O)c1ccc(NC(=S)N2CCN(Cc3cccc(C)c3)CC2)cc1,-2,-7,99,-10,-2,0.3,100,3,-2,101,-8
CSc1nnc(C)c(=O)n1COC(=O)c1ccc(S(=O)(=O)N2CCCC2)cc1,-6,-8,99,-10,-3,0.1,97,9,-6,98,-8
C=CCNC(=O)c1onc(CSc2ccc(OC)cc2)c1C(=O)O,1,-12,102,-16,-1,0.3,100,5,-1,104,-6
COc1ccc(-c2[nH]ncc2CN(CCO)CC23CC4CC(CC(C4)C2)C3)c(OC)c1,-5,-2,98,-5,-1,1.0,98,-1,-5,100,-7
CCCCC(CC)CNC(=O)CCS(=O)(=O)c1cccc2nonc12 (stereo unspecified),0,-5,101,-9,1,0.5,104,1,-21,102,-5
CC(=O)Nc1ccc(OCC(O)CN2C(C)CCCC2C)cc1 (stereo unspecified),-2,-2,99,0,-3,0.1,95,0,-5,99,-8
O=C(CCn1c(=O)c2ccccc2n(CC(=O)N2CCN(c3ccccc3)CC2)c1=O)NCc1ccco1,-2,2,100,0,-1,0.2,98,1,-2,99,-4
COC(=O)C1(C)Nc2ccccc2C(=O)N1c1ccccc1OC (stereo unspecified),1,2,101,0,1,1.2,97,2,-2,102,-2
O=C(/C=C/c1ccc(S(=O)(=O)N2CCOCC2)cc1)NCc1ccccc1,3,7,100,14,2,0.8,98,10,5,101,8
N#C/C(=C/c1ccc(F)cc1)c1nc(CCN2C(=O)c3ccccc3C2=O)cs1,-6,-2,101,-2,-2,0.2,103,2,0,102,0
O=C1CCCC2=C1C(Cc1ccccc1)C1=C(CCCC1=O)O2,-6,-5,110,-17,0,0.0,106,-1,-7,109,-7
Cc1ccc(C2CC(=O)N3CN(Cc4ccco4)CSC3=C2C#N)cc1 (stereo unspecified),0,0,94,16,-4,0.0,98,0,-5,102,-16
O=[N+]([O-])c1cccc(C(=S)N2CCN(c3ccccc3)CC2)c1,0,1,92,12,-9,0.2,99,3,-5,123,-22
CCOC(=O)C1Sc2[nH]c(=O)sc2C(c2ccc(Cl)cc2)C1C(=O)OCC (stereo unspecified),-1,-5,7.4*,-8,1,0.3,-41*,3,-12,-18*,-7
CCCCCn1c(N2CCC(C(N)=O)CC2)nc2c1c(=O)[nH]c(=O)n2C,1,-7,100,-8,-3,0.2,98,0,-3,97,-9
CC1CCCN(C(=O)Nc2ccc(Br)cc2Cl)C1 (stereo unspecified),-2,1,106,-3,2,0.7,110,3,-1,?,-3
CC(C)c1cccc(OCCCCN(C)C)c1,-2,-5,98,-4,0,-0.4,97,0,-2,102,-1
COCCCNC(NC(=O)c1ccc(Cl)cc1)C(Cl)(Cl)Cl (stereo unspecified),-2,-8,100,-9,0,0.8,104,5,-2,101,-7
Cc1cc(N/C(=N\S(=O)(=O)c2ccc(F)cc2F)c2ccccc2)no1,-4,-1,99,-12,3,0.3,104,1,0,103,-4
CN(C)S(=O)(=O)c1cccc(C(=O)Nc2cc(Cl)cc(Cl)c2)c1,0,-8,102,-10,0,0.1,100,2,0,101,-6
Cc1cccc(OC2CCN(Cc3nc(CC4CC4)no3)CC2)c1,-5,0,104,-3,0,0.3,100,0,-5,93,-3
CCSc1nnc(-c2cc(Br)ccc2N)c(=O)[nH]1,-3,0,102,-3,-4,-0.2,98,5,-3,99,-1
Cc1cc(Nc2ccccc2Br)n2nc(C)nc2n1,-4,0,100,-3,-4,0.3,101,20,-6,100,-2
Cc1nc(C(=O)N(C)C)nn1-c1cc(Cl)cc(Cl)c1,-5,-2,101,-7,-7,0.9,101,5,-5,97,-7
COCCCn1cnc2c(c1=O)c1nc3ccccc3nc1n2-c1ccc(C)cc1,0,-7,98,-8,0,2.7,102,8,-7,103,-6
CC(C)(C)NC(=O)C(c1ccc(O)cc1)N(Cc1ccco1)C(=O)Cn1nnc(-c2cccs2)n1 (stereo unspecified),-7,8,95,-3,-6,0.6,97,2,-9,99,-9
COc1ccc(Cn2c(=O)[nH]c3cc(C(=O)NCCCN4CCCCCC4)ccc3c2=O)cc1,1,3,105,-1,0,0.0,105,0,-8,106,-6
CCN(CC(=O)NCc1ccc(Cl)cc1)S(=O)(=O)c1ccc(NC(C)=O)cc1,1,-1,100,0,0,0.2,100,8,1,?,4
COc1cccc(C(C(=O)NC(C)(C)C)N(C(=O)CCC(=O)Nc2cc(C)on2)C2CC2)c1OC (stereo unspecified),6,-4,103,-4,4,1.1,105,12,0,100,-4
Cc1cc(C)cc(NC(=O)C(=O)NCCCN2CCOCC2)c1,0,-1,102,-4,0,1.7,101,3,-2,99,-6
Cc1cc(C)nc(NS(=O)(=O)c2ccc(N/C=C/C(=O)c3ccc(Cl)cc3)cc2)n1,-1,-4,101,0,-3,-0.6,97,10,-6,98,-3
CCCCC(=O)Nc1ccc(C(=O)NNC(=S)NC(=O)c2ccccc2[N+](=O)[O-])cc1,2,-5,102,0,-3,-0.3,101,2,-4,95,-14
O=C(CSCc1ccc([N+](=O)[O-])cc1)Nc1ccccc1C(=O)O,3,-3,99,-4,2,0.2,102,0,0,98,0
COc1ccc(NC(=O)COC(=O)c2cc(SC)ccc2Cl)c(OC)c1,-1,-3,77,0,-3,1.8,91,13,-7,90,-6
Cc1ccc(NC(=O)COC(=O)c2sccc2C)cc1S(=O)(=O)N1CCOCC1,-6,-6,101,-5,-2,1.5,104,15,-7,103,-8
CC1(C)CC(=O)/C(=C(\O)Cc2ccccc2)C(=NCCCCCC(=O)O)C1,-5,-5,102,-3,-3,0.3,105,0,-5,104,-6
NC(=O)c1cc(-c2ccccc2)nc(Oc2ccccc2)n1,-6,-7,104,-11,-3,-2.5,106,0,-13,102,-12
Cc1cc(C(=O)NC(=S)Nc2ccccc2N2CCCC2)ccc1[N+](=O)[O-],-10,-8,102,-15,-7,0.7,102,11,-14,100,-17
O=C(CSc1ncn[nH]1)N1CCN(c2nnc(-c3ccccc3)c3ccccc23)CC1,-3,-12,102,-16,-3,0.2,102,3,-15,102,-12
O=C(NCCCN1CCOCC1)c1cnn2c(-c3ccccc3)cc(-c3ccccc3)nc12,-1,-10,100,-16,-4,17,100,18,-2,95,-10
O=C(NNc1nc2ccccc2s1)Nc1ccccc1,0,0,108,0,0,-1.1,98,-16,-4,96,-3
CSc1ccn(CCC(=O)O)c(=O)n1,-1,-9,99,-15,-2,0.9,101,5,6,100,-8
COc1ccccc1C1C2=C(COC2=O)Nc2cc3c(cc21)OCO3 (stereo unspecified),3,-3,96,-8,2,0.8,97,4,1,99,-4
COCCNc1oc(-c2cccs2)nc1S(=O)(=O)c1ccc(C)cc1,-1,0,98,-4,0,0.5,100,2,-2,90,0
C=CCN(Cc1nc(-c2ccc(OC)c(OC)c2)oc1C)C1CCS(=O)(=O)C1 (stereo unspecified),0,4,83,3,0,0.9,83,3,0,80,2
Cc1cc(/C=N/n2cnnc2)c(C)n1-c1ccc(Cl)cc1Cl,8,12,96,5,6,0.9,99,1,15,98,7
CCN(CC)CCn1c(NCc2ccc(C)o2)nc2ccccc21,0,0,99,0,-2,0.8,104,5,-2,101,1
Cc1ccc(C)c(NC(=O)C2CCC(C)(C(=O)O)C2(C)C)c1 (stereo unspecified),-3,-2,106,-6,-4,0.1,98,1,-6,105,-9
Cc1c(NC(=O)COC(=O)c2ccc[nH]c2=O)c(=O)n(-c2ccccc2)n1C,-3,-6,99,-8,-2,-0.3,102,-5,-3,103,-8

# Shown as a hit in RGS7-Gao (from the list above):
SMILES,Bim-Bcl-W,Bim-Bcl-2,RGS8-Gao reg,Bfl-1 Bim block,Mcl-1 Bim block,RGS4-Gao reg,ABCG2 block,Bim-Bcl-XL,RGS7-Gao,Bim-Bcl-B
CCOC(=O)C1Sc2[nH]c(=O)sc2C(c2ccc(Cl)cc2)C1C(=O)OCC (stereo unspecified),-1,-5,7.4*,-8,1,-41*,3,-12,-18*,-7

# Entries of single compounds, looked up by structure.
# Record of O=C(NCCCN1CCOCC1)c1cnn2c(-c3ccccc3)cc(-c3ccccc3)nc12 = Bim-Bcl-W: -1; Bim-Bcl-2: -10; RGS8-Gao reg: 100; Bfl-1 Bim block: -16; Mcl-1 Bim block: -4; ABCB1 block: 17; RGS4-Gao reg: 100; ABCG2 block: 18; Bim-Bcl-XL: -2; RGS7-Gao: 95; Bim-Bcl-B: -10
# Record of COc1ccc(NC(=O)COC(=O)c2cc(SC)ccc2Cl)c(OC)c1 = Bim-Bcl-W: -1; Bim-Bcl-2: -3; RGS8-Gao reg: 77; Bfl-1 Bim block: 0; Mcl-1 Bim block: -3; ABCB1 block: 1.8; RGS4-Gao reg: 91; ABCG2 block: 13; Bim-Bcl-XL: -7; RGS7-Gao: 90; Bim-Bcl-B: -6
# Record of COCCCNC(NC(=O)c1ccc(Cl)cc1)C(Cl)(Cl)Cl (stereo unspecified) = Bim-Bcl-W: -2; Bim-Bcl-2: -8; RGS8-Gao reg: 100; Bfl-1 Bim block: -9; Mcl-1 Bim block: 0; ABCB1 block: 0.8; RGS4-Gao reg: 104; ABCG2 block: 5; Bim-Bcl-XL: -2; RGS7-Gao: 101; Bim-Bcl-B: -7
